Source: PubChem BioAssay (several laboratories)
TRPC6 inh – blocks the mouse TRPC6 cation channel; Q61143; HEK293-TRPC6, membrane potential dye, ACh-evoked depolarization; active compounds read low; B-score at 10 µM; actives 1.1% (n = 310,000); AID 2553;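 active = B-score under library mean minus 3 SD, initial fluorescence not abnormally high, positive integrated signal ratio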;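 also: B-score derived from integrated fluorescence ratio over the kinetic read; more negative B-score means stronger inhibition of depolarization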
MrgX1 antagonist – antagonists of human MrgX1 receptor | Q96LB2 | MRGX1-HEK293 calcium flux, Fluo-4, BAM8-22 antagonism; active compounds read low | B-score at 10 µM | actives 1.3% (n = 310,000) | AID 588676;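 active = calcium-response B-score plate-corrected more than 3 library SD below zero, starting fluorescence within 5 deviations, no agonist response on first addition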;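 also: peak minus trough fluorescence over baseline after final BAM8-22 challenge near maximal dose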
Target sequence (Q96LB2 whole entry, looked up): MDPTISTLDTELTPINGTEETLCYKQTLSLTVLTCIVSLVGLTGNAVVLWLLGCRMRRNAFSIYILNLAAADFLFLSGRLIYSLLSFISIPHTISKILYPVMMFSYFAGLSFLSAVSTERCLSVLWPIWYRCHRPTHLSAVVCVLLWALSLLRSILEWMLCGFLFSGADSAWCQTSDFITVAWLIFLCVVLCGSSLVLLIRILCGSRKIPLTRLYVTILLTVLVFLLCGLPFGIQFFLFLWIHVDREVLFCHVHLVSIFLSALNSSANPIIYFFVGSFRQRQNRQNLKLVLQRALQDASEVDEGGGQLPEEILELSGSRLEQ
TRPC4 block – TRPC4 (mouse) channel inhibition; AID 2247; Q9QUQ5; actives 0.39% (n = 300,000); B-score at 10 µM; HEK293 TRPC4beta/mu-opioid, DAMGO-evoked Fluo4 calcium flux; active compounds read low;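 active = B-score over 3 SD under the library average, no early fluorescence shift, positive overall ratio signal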
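Material: HEK293 cells with stable TRPC4beta plus mu-opioid receptor expression; probe or stimulus: DAMGO in two steps, submaximal then maximal; technique: Fluo4 calcium fluorescence by kinetic imaging, 5 s 1 Hz baseline; measure: integrated fluorescence ratio relative to baseline, converted to per-well B score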
IEC-6 cytotox – counter-screen for KLF5 inhibitors: cytotoxicity in IEC-6 cells. inhibition, % at 5 µM. IEC-6 cytotoxicity, luminescence viability. actives 0.78% (n = 290,000); in the data active = inhibition above about 22%;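 also: 0% = plate median of test compound wells and 100% = cytotoxic reference compound wells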
SKKanGAS inh – blocks kanamycin growth of S. pyogenes SKKanGAS strain; AID 1662; BacTiter-Glo, 6 h; actives 1.3% (n = 300,000); inhibition, % at 7.5 µM;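 active = mean replicate score, as percent of positive control median, at least 50; inconclusive = mean below 50 but one replicate at or above 50; inactive = mean and every replicate below 50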;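 also: strain carries kanamycin resistance gene driven by streptokinase promoter and grows in 40 µg/ml kanamycin; loss of luminescence reflects streptokinase promoter inhibition or plain growth inhibition; 0% = median of DMSO wells and 100% = positive control at its reference dose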
TRPC4 agonist – opens the mouse TRPC4 cation channel | B-score at 10 µM | Q9QUQ5 | actives 0.49% (n = 310,000) | AID 2237 | HEK293 TRPC4beta/mu-opioid, Fluo4 calcium fluorescence; active compounds read high;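 active = B-score above 5 SD of library B-scores, and initial fluorescence ratio not above library mean plus 5 SD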;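 also: positive B-score marks a calcium rise read as TRPC4 activation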
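Material: HEK293 stable line with TRPC4beta plus mu-opioid receptor; technique: Fluo4 calcium-sensitive dye fluorescence, kinetic, 1 Hz baseline; timing: Fluo4 dye loading 45 min at room temperature, 110 s recording; controls: assay buffer as low control, maximal DAMGO as high control; read-out: integrated baseline-normalised fluorescence ratio, converted to per-well B score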
KLF5 inhibitor – kruppel-like factor 5 inhibition. DLD-1 KLF5 promoter-luciferase reporter, luminescence. inhibition, % at 5 µM. actives 0.23% (n = 290,000). AID 1700;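 active = inhibition above a per-plate limit of that plate's mean compound inhibition plus 3 SD, cut at about 60% in these data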;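 also: 0% = DMSO wells and 100% = LY294002 at 200 µM; higher means less KLF5 promoter-driven luciferase light; inactives centre near -14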
TRPC4 potent – allosteric potentiators of mouse TRPC4 channel; AID 2227; Q9QUQ5; B-score at 10 µM; actives 0.42% (n = 310,000); HEK293 TRPC4beta/mu-opioid, DAMGO EC20, Fluo-4 Ca2+ flux; active compounds read high;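 active = B-score of calcium response area above 5 SD of library B-scores, with initial fluorescence ratio within 5 SD of library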;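 also: B-score of integrated fluorescence ratio over time as area under calcium response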
aSyn UTR inh – MLPCN primary screen, SNCA 5' untranslated region. alpha-synuclein 5'UTR reporter, inhibitor activity. inhibition, % (tested at 7.5 µM). actives 0.82% (n = 300,000). AID 1813; in the data active = inhibition above about 60%; inconclusive = no clear call, values can overlap the other calls;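 also: H4 neuroglioblastoma cells stably carrying SNCA 5'UTR luciferase fusion; 0% = DMSO wells and 100% = positive control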
TRPC6 act – mouse TRPC6 channel activation; AID 2550; HEK293-TRPC6 membrane potential dye fluorescence; active compounds read high; B-score at 10 µM; actives 0.13% (n = 310,000);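 active = B-score of the integrated fluorescence ratio above library mean plus 3 SD, and starting fluorescence ratio within library mean plus 5 SD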;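 also: higher score means more depolarization so channel activation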
HIF act – HIF pathway transcriptional activation; U2OS HRE-luciferase reporter, luminescence; normalized: DMSO 0%, desferrioxamine 100%; actives 0.32% (n = 300,000); activation, % at 7.5 µM (by protocol);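 active = mean activation of at least 10% of the iron chelator positive control signal, with at least half of replicates also reaching 10%; inconclusive = mean and replicate majority disagree about reaching 10%; inactive = mean and most replicates under 10%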
* marks the source's active call; other numbers are inactive results; i = inactive; ? = inconclusive; . = no result given.

SMILES	TRPC6 inh	MrgX1 antagonist	TRPC4 block	IEC-6 cytotox	SKKanGAS inh	TRPC4 agonist	KLF5 inhibitor	TRPC4 potent	aSyn UTR inh	TRPC6 act	HIF act
O=C(OCc1ccc(COC(=O)c2ccccn2)cc1)c1ccccn1	i	i	i	6	0	i	4	i	1	i	0.1
COc1ccc(CCNC2=CC(=O)N(c3ccc(F)cc3)C2=O)cc1	i	i	i	-8	1	i	-37	i	-21	i	1.5
CSC(=NNC(=O)c1ccccc1O)SC	i	i	i	0	-7	i	-18	i	-15	i	-0.5
CN1CCN(S(=O)(=O)c2ccc(=O)[nH]c2)CC1	i	i	i	-1	0	i	-17	i	20	i	-0.2
COc1ccc(C)cc1Nc1n[n+](-c2ccccc2)c(-c2cc(OC)c(OC)cc2Br)s1	i	i	i	1	3	i	-19	i	-10	i	0.0
COc1ccc(-c2noc(C3CCCN(C(=O)c4cccs4)C3)n2)cc1 (stereo unspecified)	i	i	i	0	1	i	1	i	-23	i	0.4
O=C(c1ccc(-c2cccc(C(F)(F)F)c2)o1)N1CCOCC1	i	i	i	0	-6	i	-31	i	-71	i	3.1
CN(C)C(/C=C/Nc1ccc(C#N)cc1)=C(C#N)C#N	i	-5.2*	i	2	14	i	-9	i	-16	i	0.0
O=C(O)CC(NS(=O)(=O)c1c(F)cc(F)cc1Br)c1ccccc1Cl (stereo unspecified)	i	i	i	-1	-3	i	-2	i	14	i	-1.1
COCCCNC(=O)c1c(N)n(-c2ccc(S(N)(=O)=O)cc2)c2nc3ccccc3nc12	i	i	i	-2	17	i	-24	i	9	i	0.7
COC(=O)/C=C/C(=O)N1CCN(c2ccccc2)CC1	i	i	i	2	-2	i	9	i	-12	i	-0.5
CC(NC(=O)CNC(=O)c1sc2ccccc2c1Cl)c1cccnc1 (stereo unspecified)	i	i	i	-2	6	i	-32	i	-18	i	-13
CCSc1nc2c(c(=O)n1CC)SC(C)C2 (stereo unspecified)	i	i	i	-3	-6	i	-29	i	30	i	0.5
Nc1ncc(-n2cncn2)c(-c2ccc(Cl)cc2)n1	i	i	i	4	-5	i	16	i	4	i	0.4
CC(=O)c1sc(NC(=O)COc2ccc(Cl)cc2Cl)nc1C	i	-4.7*	i	0	4	i	-14	i	.	i	.
Cc1csc(CN(C)C(=O)C2CCC(=O)N(Cc3ccc(Cl)cc3)C2)n1 (stereo unspecified)	i	i	i	-4	-7	i	4	i	4	i	-0.5
Cc1ccnc(NC(=O)/C=C/c2ccccc2[N+](=O)[O-])c1	i	i	i	6	-8	i	-77	i	-118	i	0.3
CCN1CCN(c2oc(-c3ccc(OC)cc3)nc2C#N)CC1	i	i	i	3	-3	i	-28	i	16	i	0.4
CC(C)CN(C(=O)COC(=O)Cc1n[nH]c(=O)c2ccccc12)C1CCS(=O)(=O)C1 (stereo unspecified)	i	i	i	-5	3	i	-6	i	-15	i	0.1
CC(=O)/C=C1/C(=O)Nc2ccccc21	i	i	-5*	0	4	i	-31	i	3	i	1.5
Cn1nc([N+](=O)[O-])nc1N1CCOCC1	i	i	i	0	6	i	1	i	8	i	0.0
Cc1ccc(S(=O)(=O)CCC(=O)OCC(=O)NCc2ccc(Cl)cc2)cc1	i	i	i	-8	-18	i	-41	i	6	i	-0.8
COc1ccc(Nc2nc(-c3cccs3)nc3ccccc23)cc1S(=O)(=O)N1CCOCC1	i	i	i	.	30	i	.	i	-4	i	-0.1
Oc1cc2c(cc1CN1CCN(c3ncccn3)CC1)OCO2	i	i	i	2	2	i	10	i	9	i	0.3
CCN(CC)CCCNC(=O)c1cc2nc(-c3ccccc3)cc(C(F)(F)F)n2n1	i	i	i	5	5	i	-41	11*	15	i	-0.7
O=C1C(c2ccc(F)cc2)N(C2CCCCC2)C(=O)CN1C1CCCC1 (stereo unspecified)	i	i	i	0	5	i	-15	i	7	i	-0.3
O=C(NN1C(=O)/C(=C/c2cccs2)SC1=S)c1cccnc1	i	i	i	-1	0	i	-39	i	.	i	.
COCC1CCCCN1C(=O)c1cccc(OC2CCN(C(=O)C3CC3)CC2)c1 (stereo unspecified)	i	i	i	-5	-8	i	-28	i	-34	i	1.8
CCOCCCNC(=O)C(c1ccc(C)cc1)N(Cc1cccs1)C(=O)c1ccccn1 (stereo unspecified)	i	i	i	2	-2	i	-27	i	4	i	-0.4
CCS(=O)(=O)c1ccc(C(=O)Nc2cccc(Cl)c2)c(Cl)c1Cl	i	i	i	-2	-2	i	-6	i	-27	i	0.3

An excerpt from above in order of molecular weight, smallest number first:
SMILES	TRPC6 inh	MrgX1 antagonist	TRPC4 block	IEC-6 cytotox	SKKanGAS inh	TRPC4 agonist	KLF5 inhibitor	TRPC4 potent	aSyn UTR inh	TRPC6 act	HIF act
O=C(NN1C(=O)/C(=C/c2cccs2)SC1=S)c1cccnc1	i	i	i	-1	0	i	-39	i	.	i	.
O=C1C(c2ccc(F)cc2)N(C2CCCCC2)C(=O)CN1C1CCCC1 (stereo unspecified)	i	i	i	0	5	i	-15	i	7	i	-0.3
CCOCCCNC(=O)C(c1ccc(C)cc1)N(Cc1cccs1)C(=O)c1ccccn1 (stereo unspecified)	i	i	i	2	-2	i	-27	i	4	i	-0.4

More structures follow.
SMILES	TRPC6 inh	MrgX1 antagonist	TRPC4 block	IEC-6 cytotox	SKKanGAS inh	TRPC4 agonist	KLF5 inhibitor	TRPC4 potent	aSyn UTR inh	TRPC6 act	HIF act
CCCCC(=O)Nc1ccc(C(=O)NNC(=S)NC(=O)c2ccco2)cc1	i	i	i	0	?	i	3	i	-14	i	-0.3
COc1ccc(S(=O)(=O)NCc2cccnc2)cc1Br	i	i	i	12	-1	i	-3	i	-10	i	0.5
COCCCNc1nc(N)c([N+](=O)[O-])c(NC2CCCCC2)n1	i	i	i	-2	-4	i	-28	i	90*	i	-1.3
O=C(NC(NC(=S)Nc1ccccc1C(=O)O)C(Cl)(Cl)Cl)c1ccco1 (stereo unspecified)	i	i	i	-3	4	i	-8	i	-24	i	-0.3
COc1ccc(OC)c(-c2nc3c(C)n[nH]c(=O)c3[nH]2)c1	i	i	i	6	-4	i	-19	i	15	i	-0.6
Cc1c(-c2ccc(Cl)cc2)oc(=O)c2c(N)n(-c3ccccc3)nc12	i	i	i	-5	43	i	-13	i	-58	i	0.3
O=C(NCc1ccccn1)c1nn(-c2ccccc2)c(=O)c2ccccc12	i	i	i	-9	1	i	-4	i	10	i	-0.3
CCOC(=O)Nc1cc(OC)c(OC)cc1Cc1nccc2cc(OC)c(OC)cc12	i	i	i	-2	6	i	-49	i	2	i	-0.5
Cn1c(SCC(=O)NNC(=O)Cc2ccccc2)nc2ccccc2c1=O	i	i	i	11	-6	i	-7	i	1	i	0.0
O=C(OC(C(=O)NCC1CCCO1)c1ccccn1)c1cccs1 (stereo unspecified)	i	i	i	1	-3	i	-16	i	10	i	-0.2
COc1ccccc1NC(=O)c1ccc(Cl)c(S(=O)(=O)N2CCCCC2)c1	i	i	i	2	14	i	5	i	14	i	0.1
COc1ccc(Br)cc1/C=C/C(=O)NC(=S)Nc1ccc(Cl)c(C(=O)O)c1	i	i	i	-6	?	i	-1	i	3	i	-0.5
COC(=O)c1ccc(NC(=O)CSc2nnc(C(C)NC(=O)c3ccccc3Cl)n2C)cc1 (stereo unspecified)	i	i	i	2	-3	i	-7	i	13	i	-0.8
COC(=O)c1[nH]c2cc(C)ccc2c1NC(=O)CN1CCOCC1	i	i	i	-1	7	i	-26	i	-10	i	0.6
Cc1ccc(S(=O)(=O)CCC(=O)NC2CCCC2)cc1	i	i	i	7	3	i	-30	i	-6	i	0.3
O=C(CCS(=O)(=O)c1ccccc1)Nc1nc(-c2ccc(F)cc2)cs1	i	i	i	6	-2	i	-16	i	-30	i	-0.2
COc1ccc(-c2nnc(SCc3cc(C)cc(C)c3)o2)cc1	i	i	i	2	0	i	-12	i	7	i	-0.5
Cc1ccc2nc(N(CCCN(C)C)C(=O)c3ccco3)sc2c1	-7.1*	i	i	2	12	i	-49	i	-48	i	-0.2
O=S(=O)(/N=C(/Nc1ccc(Cl)cc1Cl)c1ccccc1)c1cccs1	i	i	i	-3	-9	i	-15	i	-22	i	-0.4
Cc1ccccc1C(=O)c1cccn1CC(=O)NCc1ccc(F)cc1	i	i	i	-2	6	i	-44	i	-6	i	0.6
Cc1ccc(C(=O)NCC(=O)N2CCC3(CC2)NCCc2[nH]cnc23)cc1C	i	i	i	-6	-4	i	-44	i	-34	i	-0.4
CCOC(=O)C1(Cc2ccccc2Cl)CCN(C(=O)CCn2ccnc2C)CC1	i	i	i	5	12	i	-21	i	-81	i	3.6
Cc1nc(-c2cccnc2)sc1C(N)=O	i	i	i	-3	-4	i	15	i	11	i	-0.5
CCOC(=O)c1ccc(NC(=O)c2cnccn2)cc1	i	.	i	3	-3	i	-63	i	-67	i	3.6
Cc1ccc(S(=O)(=O)/N=C(/Nc2ccc3[nH]c(=O)[nH]c3c2)c2ccc(F)cc2)cc1	i	i	i	1	6	i	-53	i	6	i	-0.2
COc1ccc(N2C(=O)c3cccc4cccc(c34)C2=O)nn1	i	i	i	2	-2	i	21	i	-22	i	-0.5
CSc1ccccc1OCc1cc(C(=O)N(C)C(C)c2nc(C)cs2)no1 (stereo unspecified)	i	i	i	-1	-2	i	-48	i	-21	i	0.4
CC1(C)C[C@@H]2C[C@@](C)(CN2C(=O)c2cc(COc3cccc(C(F)(F)F)c3)on2)C1	i	i	i	-6	28	i	-29	i	-9	i	1.6
COc1ccc(C2CC(c3cccc(OC)c3)n3nc(N)nc3N2)cc1 (stereo unspecified)	i	i	i	-2	0	i	-10	i	5	i	-0.3
CC1CCN(S(=O)(=O)c2nnc(NC(=O)c3ccccc3Br)s2)CC1	i	i	i	11	18	i	12	i	-9	i	-0.6
CCOc1ccc(C(C#N)N2CCOCC2)cc1OC (stereo unspecified)	i	i	i	3	-4	i	-9	i	-17	i	-41
CN(C)C(=O)CCC(=O)N1CCCCC1C(=O)Nc1ccc(Oc2ccccc2F)cc1 (stereo unspecified)	i	i	i	-2	-3	i	-19	i	-2	i	-2.0
Cn1ccnc1C(=O)c1cc(=O)c2ccccc2o1	i	i	i	-4	-3	i	-13	i	-37	i	0.4
Cc1cc(C)c2c(c1)cc(C)c1nnc(SCC(=O)Nc3ccc(S(=O)(=O)N4CCCCC4)cc3)n12	i	i	i	0	-1	i	3	i	-1	i	-0.1
